mcGAS RapidFire – mouse cGAS inhibition by mass spec | Q8C6L5 | recombinant mouse cGAS, cGAMP by RapidFire MS | inhibition, % at 12.5 µM | hit rate 0.18% among 130,000 | AID 1259397;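 active = inhibition of cGAS enzyme activity at or above 60%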;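 also: enzyme stimulated by 45 bp dsDNA with ATP and GTP substrates; cGAMP share of summed cGAMP plus half ATP and half GTP signals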
Target sequence (Q8C6L5 whole entry, looked up): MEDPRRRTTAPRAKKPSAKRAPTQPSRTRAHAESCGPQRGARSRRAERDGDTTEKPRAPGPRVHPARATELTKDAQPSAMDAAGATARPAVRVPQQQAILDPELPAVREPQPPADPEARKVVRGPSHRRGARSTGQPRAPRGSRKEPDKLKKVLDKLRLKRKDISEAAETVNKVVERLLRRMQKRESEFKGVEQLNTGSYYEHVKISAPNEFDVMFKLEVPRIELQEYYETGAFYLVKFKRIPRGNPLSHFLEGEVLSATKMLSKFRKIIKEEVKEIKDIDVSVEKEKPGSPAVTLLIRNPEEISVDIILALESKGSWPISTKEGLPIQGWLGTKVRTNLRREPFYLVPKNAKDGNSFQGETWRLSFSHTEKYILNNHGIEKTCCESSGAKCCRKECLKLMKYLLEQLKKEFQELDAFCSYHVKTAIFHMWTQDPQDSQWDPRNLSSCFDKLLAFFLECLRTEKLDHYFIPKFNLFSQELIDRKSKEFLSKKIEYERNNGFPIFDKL
* marks the source's active call; other numbers are inactive results; & = joins results of further samples.

The opening 4 compounds as a preview:
canonical_smiles	mcGAS RapidFire
Cc1ccccc1CN1CCC(C(=O)Nc2ccc(Oc3cccnc3)cc2)CC1	-8.1
CCCCCCn1c(SC(C)C(=O)NCC)nc2ccccc2c1=O (stereo unspecified)	-8.8
O=C1OCCC1Sc1nnc(N2CCCC2)n1-c1ccccc1Cl (stereo unspecified)	-0.6
CC(C)(C)CC(=O)NCC(=O)N1CCCC(N2CCCC2)C1 (stereo unspecified)	-16.7

Results (from the top)
canonical_smiles	mcGAS RapidFire
Cc1ccccc1CN1CCC(C(=O)Nc2ccc(Oc3cccnc3)cc2)CC1	-8.1
CCCCCCn1c(SC(C)C(=O)NCC)nc2ccccc2c1=O (stereo unspecified)	-8.8
O=C1OCCC1Sc1nnc(N2CCCC2)n1-c1ccccc1Cl (stereo unspecified)	-0.6
CC(C)(C)CC(=O)NCC(=O)N1CCCC(N2CCCC2)C1 (stereo unspecified)	-16.7
O=C(CSc1ccc2ccccc2c1)OCn1nnc2ccccc2c1=O	-13.8
O=C(COc1ccc(F)cc1Br)NCCOc1ccc(Cl)cc1	-2.0
CCOC(=O)C1(C(=O)OCC)C(c2ccccc2)CC(=O)CC1c1ccccc1 (stereo unspecified)	-7.2
CCOC(=O)CC1CCCCN1C(=O)c1cc(Cn2ccnc2C(C)C)[nH]n1 (stereo unspecified)	-6.1
O=C(Nc1ccnn1C1CCN(Cc2cccc3c2OCO3)CC1)c1ccc2c(c1)OCO2	-8.9
N#Cc1ccc(NC(=O)c2cnc(Cl)c(Cl)c2)cc1	2.1
CC(C)(C)c1ccc(C(=O)NCC(=O)Nc2cc(F)ccc2O)cc1	3.4
Cc1ccc(CN2CCN(c3ncnc4ccccc34)CC2)o1	19.5
CCc1ccc(OC)c(S(=O)(=O)Nc2ccc(Cl)cc2)c1	5.9
O=C(CSc1nc2ccccc2n1Cc1ccccc1)N/N=C\c1c(F)cccc1Cl	3.7
Cc1cccc(C(C(=O)NCCC(=O)Nc2nccs2)N(C)C)c1 (stereo unspecified)	-13.9
CCc1nn2c(ncc3c(=O)n(-c4ccccc4OC)ccc32)c1-c1ccccc1	-3.7
COc1cc2c(cc1-c1nccn1Cc1ccc(Cl)s1)OCO2	1.7
O=C(NC1CCCC1)c1cc(NCc2ccnc3ccccc23)cc2[nH]ncc12	-0.5
O=C(NN=C1CCCCCC1)NC1CCCCC1	-9.8
NC(=O)C1CCC(CNC(=O)CCCOc2ccccc2Cl)CC1 (stereo unspecified)	-3.5
O=C(Nc1cccc(-c2nnco2)c1)c1ccc2c(=O)n3c(nc2c1)CCCCCC3	-13.0
COC(=O)Cn1c(=O)c2c(nc3n(-c4cc(C)cc(C)c4)c(C)cn23)n(C)c1=O	-3.2
COCC(=O)N1CCC(Oc2ccc(C(=O)NC(c3ccco3)C(F)(F)F)cc2)CC1 (stereo unspecified)	-6.1
Cc1ccc(-c2nnco2)cc1NC(=O)NC(c1ccccc1)C1CC1 (stereo unspecified)	10.0
O=C1C(Cc2ccccc2)N=C2c3ccccc3N=C(SCc3cc(=O)n4cc(Br)ccc4n3)N12 (stereo unspecified)	-4.2
Cc1c(Cl)cccc1S(=O)(=O)N(CCC(N)=O)c1ccccc1	-6.8
O=C(NCc1ccc(OCCN2CCCC2)cc1)Nc1cn[nH]c1	-5.3
CSCC(=O)N1CCCC(Nc2ccc3c(c2)OCCO3)C1 (stereo unspecified)	6.0
O=C(Nc1ccon1)c1sc2cc(Cl)cc(Cl)c2c1Cl	-3.6
COC(=O)C1CCCCN1Cc1nc(-c2ccc(C)o2)oc1C (stereo unspecified)	4.0
CN(Cc1ccccc1)C(=O)c1nc2ccccn2c1CNCCCn1cccn1	-9.6
O=c1c2c(-c3ccccc3)n3ncnc3nc2ccn1CCc1ccccc1	-1.6
COCCC(=O)N(C)C1c2ccccc2-c2ccccc21	-3.4
C=Cn1ccnc1C(O)(c1c(C)noc1N)C(F)(F)F (stereo unspecified)	21.5
CCC(=O)N1N=C(c2ccc(OC)c(OC)c2)CC1c1cc(OC)ccc1OC (stereo unspecified)	-2.1
CCN(Cc1cc(=O)c(O)co1)CC1CCN(c2ccccn2)CC1	-10.0
CC1CC1c1ccc(CN(CCOCCO)C2CC2)o1 (stereo unspecified)	-4.0
CCC(NC(=O)N1CCC2(CCOCC2)C1)c1ccc(C)cc1 (stereo unspecified)	3.1
Cc1ccc(Nc2nc(N(C)C)nc3nccnc23)cc1C	-11.9
O=C(Nc1cccc(CN2CCCCC2=O)c1)C1CC2CCC1C2 (stereo unspecified)	-13.9
O=C(Cn1nnc(-c2cccs2)n1)N1N=C(c2ccco2)CC1c1ccco1 (stereo unspecified)	-5.6
O=C(CCc1ccc(OC(F)(F)F)cc1)NCc1cccnc1	-36.0
Cc1ccc(C)c(C(O)c2ncc(-c3cccc(C(F)(F)F)c3)[nH]2)c1 (stereo unspecified)	-6.3
NC(=O)Cn1nc(C2CC2)c2cnn(-c3ccccc3)c2c1=O	-6.1
COc1ccc2c(c1)C1(CC2)NC(=O)NC1=O (stereo unspecified)	1.8
CCC1CN(Cc2cnc(-c3cccs3)nc2)CCN1C(C)C (stereo unspecified)	-38.7
CCc1ccc(C(O)c2ncc(-c3cccc(C(F)(F)F)c3)[nH]2)cc1 (stereo unspecified)	-9.0
Cc1cc2ncc(C(=O)OCc3csc(Br)c3)c(=O)n2[nH]1	-0.9
Cn1c(=O)c2c(ncn2C(C(=O)N2CCOCC2)c2ccccc2)n(C)c1=O (stereo unspecified)	0.4
O=C1NCCOc2ccc(NS(=O)(=O)c3ccccc3)cc21	0.0

Next structures:
canonical_smiles	mcGAS RapidFire
Cc1cc(C)c(S(=O)(=O)Nc2c(C)ccn(C)c2=O)c(C)c1	-31.9
COc1cc(CN2CCC(CO)(CC3CCCCO3)CC2)ccc1OCc1ccccc1 (stereo unspecified)	-2.1
Cc1sc2ncn(/N=C\c3ccccc3C(F)(F)F)c(=O)c2c1C	-13.7
COCCCC(=O)N(C)c1cccc(C)n1	-0.5
CC(=O)Oc1cc(OC(C)=O)c2c(c1)O[C@H](c1ccc(OC(C)=O)c(OC(C)=O)c1)[C@H](OC(C)=O)C2	-4.4
Cc1ccc(-c2oc(N)c(C#N)c2-c2ccc(C)cc2)cc1	23.3
COc1ccc(-c2nn(-c3ccccc3C)cc2CN(C)Cc2cc(C)[nH]n2)cc1F	-2.5
CCOC(=O)C1(C)CCCCN1C(=O)c1cc(F)ccc1C (stereo unspecified)	-3.6
O=C(CCC(=O)N1CCN(c2ccccn2)CC1)Nc1ccccc1Nc1ccccc1	5.6
COc1cccc(C(=O)NCCNc2ccc(Nc3ccccn3)nn2)c1OC	-9.8
C[C@@H]1CN(Cc2ccccc2)CCN1S(=O)(=O)N(C)CCC#N	-8.6
N#CCCN(C(=O)c1cccc(S(=O)(=O)N2CCCCCC2)c1)c1ccccc1F	18.9
Cc1cn2c3c(=O)n(Cc4ccccc4)c(=O)n(C)c3nc2n1CCCn1ccnc1	-12.3
CC1CCc2ccccc2N1Cc1nnc(C(=O)Nc2ccc(F)cc2)s1 (stereo unspecified)	5.3
CCOC(=O)c1nn(-c2cccc(Br)c2)c(=O)cc1OCc1ccccc1F	-4.4
COc1ccc(OC)c2sc(N(CCN3CCOCC3)C(=O)c3cc(C)no3)nc12	-6.0
CC1(C)OC(=O)CC1C(=O)N1CCC(Oc2ccc(C(F)(F)F)cc2)CC1 (stereo unspecified)	-2.7
COc1ccc(C2CC(=O)c3cn4nc(SC)nc4nc3C2)c(OC)c1 (stereo unspecified)	-5.5
O=C(NCc1cccs1)c1nc(-c2cccs2)no1	8.6
N[C@H]1CCC[C@@H](C(=O)N(Cc2cccc(Cl)c2)C2CC2)C1	-9.5
CN(CC(=O)O)C(N)=O	1.8
Cc1cc(C)c(NC(=O)CCc2ccc(S(=O)(=O)N3CCCCC3)cc2)c(C)c1	-13.4
COc1ccc(-c2nc(CS(=O)CC(=O)NC3CCCCC3)cs2)cc1 (stereo unspecified)	13.7
CC(C(O)c1ccc(O)cc1)N1CCC(Cc2ccccc2)CC1 (stereo unspecified)	14.3
Cc1cc(C)c(S(=O)(=O)NC2CC(C)(C)NC(C)(C)C2)cc1C	-9.6

A section from the list above, as a working copy:
canonical_smiles	mcGAS RapidFire
CC(C(O)c1ccc(O)cc1)N1CCC(Cc2ccccc2)CC1 (stereo unspecified)	14.3
Cc1cc(C)c(S(=O)(=O)NC2CC(C)(C)NC(C)(C)C2)cc1C	-9.6

The results go on:
canonical_smiles	mcGAS RapidFire
COc1cc(CN2CCC(NCc3scnc3C)C2)cc(OC)c1 (stereo unspecified)	-10.5
O=C1C=CC2=C3c4cc(O)c(O)cc4CC3(O)COC2=C1O (stereo unspecified)	97.3*
Cc1cc(C)nc(NN=Cc2c(C)nc3scc(C)n23)n1	-13.4
CC(C)CN(CC(O)c1ccccc1)C(C)c1nc(C2CC2)no1 (stereo unspecified)	-9.7
CC(=O)N(Cc1noc(C2CC2)n1)C1CCN(CC2CCOCC2)C1 (stereo unspecified)	-8.2
Cc1nc2c(cnn2-c2ccccc2)c(=O)n1NC(=S)Nc1ccccc1	-6.3
Fc1ccc(-n2c(C3C4CCCCC43)n[nH]c2=S)cc1 (stereo unspecified)	3.3
Fc1ccc(-c2csc(SCc3cn4ccccc4n3)n2)cc1	3.3
O=C(Nc1ccc(SCc2ccccc2F)nn1)c1ccco1	-1.6
Cn1cc(CNCCCn2cccn2)c(-c2ccc3c(c2)OCCO3)n1	-7.8
CCS(=O)(=O)N1CCN(C(=O)Nc2ccc(C)cc2F)CC1	-10.5
CN(C(=O)CC1C(=O)NCCN1Cc1cccc(Oc2ccccc2)c1)C1CCOCC1 (stereo unspecified)	-3.0
CCOC(=O)c1nn(-c2ccc(F)cc2)c(=O)cc1OCC(=O)Nc1ccc(C)cc1C	-9.9
Cc1coc(-c2ccc(C)c(NC(=O)c3cccc(NS(C)(=O)=O)c3)c2)n1	-8.6
CC(NCc1cc(Br)c2c(c1)OCO2)c1ccccc1OC(F)F (stereo unspecified)	5.3
Cc1ccc(OCC(=O)Nn2cnc3scc(-c4ccco4)c3c2=O)c(C)c1	-25.5
COc1ccc(CC(=O)NCCS(=O)(=O)N2CCc3ccccc32)cc1OC	4.0
COC(=O)CCCC(=O)N1CCCC(N2CCN(Cc3ccc4c(c3)OCO4)CC2)C1 (stereo unspecified)	-1.9
Cc1ncc(CNC(=O)Nc2ccc3c(c2)NC(=O)CC3)s1	-4.0
CC1CN(C(=O)NCCCN(C)CC(F)(F)F)CC(C)S1 (stereo unspecified)	-4.0
CCOc1ccc(-c2nc3n(n2)C(c2ccccc2Cl)C(C(=O)Nc2cccnc2)=C(C)N3)cc1 (stereo unspecified)	-5.4
CC(C)c1ccc(C2=Nc3nnnn3C(c3ccc(Br)cc3)C2)cc1 (stereo unspecified)	-3.1
COCCNC(=O)CCC1CCN(C(=O)NCc2ccccc2)CC1	-8.7
CCNC(=O)NC(=O)CN1CCC2(CC1)OCCO2	-1.2
O=C(c1ccc(C(F)(F)F)nc1)N1CCOC(COCc2cccc(C(F)(F)F)c2)C1 (stereo unspecified)	-5.2
Cc1ccc(-n2cccn2)c(CN2CCC(C(=O)N3CCOCC3)CC2)c1	-14.4
CN1C(=O)c2cccc3c(S(=O)(=O)Nc4nccs4)ccc1c23	2.0
Cc1c(C(C)NC(=O)CCCN2CCCC2=O)cnn1-c1cccc2ccccc12 (stereo unspecified)	-3.6&1.6
O=C1CCC(=O)N1OCCOc1ccc2c(c1)CCC2	-3.9
CC1CN(S(=O)(=O)NC(C)c2ccc3ccccc3c2)CC(C)O1 (stereo unspecified)	5.4
Cc1ccc(S(=O)(=O)NCC(=O)N(CCC#N)CC2CCCO2)cc1 (stereo unspecified)	-13.6
O=C(Nc1c2c(nn1-c1nc3ccccc3s1)CCC2)c1cccs1	-1.7
c1ccc(COC2CCCN(Cc3ccc4c(c3)OCCO4)C2)nc1 (stereo unspecified)	-15.9
CC(C)c1cc(C(=O)N2CCc3onc(-c4ccc5c(c4)OCO5)c3C2)n[nH]1	-40.7
CC(NC(=O)C1CCN(S(=O)(=O)c2ccc3c(c2)OCCCO3)CC1)c1cccc(Cl)c1 (stereo unspecified)	11.1
CC(NC(=O)C1CCN(C(=O)C2CC2)CC1)c1cccc(C#N)c1 (stereo unspecified)	-2.8
O=C(NCC1CCCO1)C1CC(=O)N(C2CCCCCCC2)C1 (stereo unspecified)	0.2
Cc1sc2ncn(CCC(N)=O)c(=O)c2c1-c1ccccc1	-1.7
COc1ccc(-c2ccccc2NC(=O)C2CCCN2C(=O)c2cccnc2)cc1 (stereo unspecified)	10.8
O=C(CCCCl)N1CCC2(CC1)SCC(=O)N2c1cccc(C(F)(F)F)c1	-5.0
O=C1NC(c2ccccc2)Nc2c1sc1nc3c(cc21)CCCC3 (stereo unspecified)	-8.0
COc1ccc(-n2ccnc2CN2CCCC(O)(CO)CC2)cc1 (stereo unspecified)	-9.3
CCN(C(=O)C(C)OC(=O)C1=NN(c2cc(C)ccc2C)C(=O)CC1)C1CCS(=O)(=O)C1 (stereo unspecified)	-4.0
CC(C)OCCN1CCC(NC(=O)C2=NOC(c3ccccc3)C2)CC1 (stereo unspecified)	-10.6
O=C(c1ccccc1Oc1ccccc1)N1C[C@@H]2[C@H](C1)[C@H]1CC[C@@H]2O1	2.9
COc1c(C)cnc(CNC(=O)C2CCN(c3ccc(Cl)nn3)CC2)c1C	-12.9
CCN(CC)C(=S)SCc1nc(N)nc(Nc2ccc(C)cc2)n1	2.1
COC(=O)C(C)Sc1nc2c(c(=O)n(C)c(=O)n2C)n1CCC(C)C (stereo unspecified)	-2.8
Cc1ccc(Cn2c(C)c(C(=O)NCc3cccc(C)c3)sc2=O)cc1	-9.3
CCOc1ncccc1C(=O)Nc1ccc(C#N)cc1Br	-6.9

A portion of the library; rates above refer to the full screens.
